Compound activity from PubChem.
G9a inh – qHTS Assay for Inhibitors of Histone Lysine Methyltransferase G9a; Histone-lysine N-methyltransferase EHMT2 (Homo sapiens), Q96KQ7; G9a H3K9 monomethylation, AlphaScreen, 2 h; Potency, µM (highest dose often 102 µM), without a hit: at the top dose activity, negative = inhibition, most hits filed as inhibitors; 350,000 tested, 8.8% active; AID 504332, 2011; also: % is scaled to controls: 0 for no effect and ±100 for the full control effect; nearly all actives have a fitted effect of over 75% in size
Target sequence (Q96KQ7 913-1193 limits assumed): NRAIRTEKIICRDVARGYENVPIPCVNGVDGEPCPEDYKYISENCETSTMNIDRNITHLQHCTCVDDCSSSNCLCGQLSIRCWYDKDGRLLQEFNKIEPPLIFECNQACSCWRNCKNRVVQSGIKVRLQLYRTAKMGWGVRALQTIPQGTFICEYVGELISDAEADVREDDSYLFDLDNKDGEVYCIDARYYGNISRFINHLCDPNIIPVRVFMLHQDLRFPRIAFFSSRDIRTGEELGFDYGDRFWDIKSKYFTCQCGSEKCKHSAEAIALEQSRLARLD
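Methyltransferase reactions run at room temperature for 2 h (20 nM enzyme, 500 nM biotin-H3K9 peptide, 20 uM SAM) after a 15 min compound preincubation; product detected by AlphaScreen beads and anti-H3K9me1 antibody.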
Pol iota inh – qHTS for Inhibitors of Polymerase Iota. DNA polymerase iota (Homo sapiens), Q9UNA4. Pol iota fluorescent replication assay, 10 min. Potency, µM (titrated, usually from 115 µM), for the others: at the top dose activity, negative = inhibition, usual class: inhibitors. 390,000 tested, 1% active. AID 588590, 2011
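Pol iota at 10 nM preincubated 15 min with compounds at room temperature; reaction started with fluorescent substrate, 50 nM final. Fluorescence read kinetically at 0 and 10 min; buffer-only wells as negative control.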
APE1 inh – qHTS Assay for Inhibitors of the Human Apurinic/apyrimidinic Endonuclease 1 (APE1); Potency, µM (highest dose often 65.8 µM), for inactives: at the top dose activity change, negative = inhibition, hits mostly inhibitors; DNA repair nuclease/redox regulator APEX1 (Homo sapiens), P27695; recombinant APE1, TAMRA/BHQ-2 abasic DNA cleavage fluorescence; 350,000 tested, 0.35% active; AID 2517, 2012;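 also: plate controls were vehicle for no effect and reference inhibitor for full effect; nearly all actives have a fitted effect of over 55% in size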
Target sequence (P27695 whole entry, looked up): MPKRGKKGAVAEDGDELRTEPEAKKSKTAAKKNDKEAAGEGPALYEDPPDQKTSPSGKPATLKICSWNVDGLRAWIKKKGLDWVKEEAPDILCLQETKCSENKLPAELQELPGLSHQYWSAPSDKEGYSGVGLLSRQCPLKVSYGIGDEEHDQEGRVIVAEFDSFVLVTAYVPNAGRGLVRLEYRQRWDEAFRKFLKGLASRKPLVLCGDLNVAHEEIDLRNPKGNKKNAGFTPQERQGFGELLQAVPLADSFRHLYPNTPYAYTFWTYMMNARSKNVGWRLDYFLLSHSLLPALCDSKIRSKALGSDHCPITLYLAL
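APE1 at 0.75 nM preincubated 15 min at room temperature with compound. Reaction then started with 50 nM double-stranded THF-abasic substrate labelled with TAMRA/BHQ-2, and 525/598 nm fluorescence read kinetically. Activity taken as third-minus-first read difference, normalized to DMSO and NSC13755 controls.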
BLM inh – qHTS Assay for Inhibitors of Bloom's syndrome helicase (BLM); RecQ-like DNA helicase BLM (Homo sapiens), P54132; Potency, µM (series often up to 56.1 µM), inactives show top-dose activity change, negative = inhibition, usual class: inhibitors; 350,000 tested, 0.2% active; recombinant BLM DNA unwinding, fluorescence dequenching;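 also: plate controls were vehicle for no effect and no enzyme for full effect; nearly all actives have a fitted effect of over 35% in size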
POLB inh – qHTS Assay for Inhibitors of DNA Polymerase Beta. P06746. Pol beta primer extension/strand displacement, fluorescence kinetic. Potency, µM (top dose mostly 114 µM), inactives show top-dose activity change, negative = inhibition, usual class: inhibitors. 340,000 tested, 1.3% active; also: % is scaled to controls: 0 for no effect and ±100 for the full control effect
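Reaction started by 50 nM substrate onto compound-treated Pol beta (10 nM, 15 min preincubation, room temperature); plates read at 0 min and 10 min. Normalized concentration-effect data fitted by four-parameter Hill equation.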
Pol eta inh – qHTS for Inhibitors of Polymerase Eta; Potency, µM (titrated, usually from 114 µM), without a hit: top-dose activity change, negative = inhibition, usual class: inhibitors; recombinant Pol eta, fluorescent DNA replication assay; DNA polymerase eta (Homo sapiens), Q9Y253; 390,000 tested, 1.2% active; also: % is scaled to controls: 0 for no effect and ±100 for the full control effect
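Fluorescent replication assay: 50 nM final substrate added after a 15 min room-temperature compound preincubation with 10 nM enzyme. Signal taken at 0 min and again at 10 min.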
Anesthetic bind – qHTS Assay for Identification of Novel General Anesthetics; Ferritin light chain (Equus caballus), P02791; apoferritin/1-aminoanthracene competitive binding, fluorescence; 350,000 tested, 0.074% active; Potency, µM (highest dose often 77.5 µM), for the others: at the top dose activity change, negative = displacement, usual class: inhibitors; also: % is scaled to controls: 0 for no effect and ±100 for the full control effect; nearly all actives have a fitted effect of over 20% in size
Target sequence (P02791 2-175 limits assumed): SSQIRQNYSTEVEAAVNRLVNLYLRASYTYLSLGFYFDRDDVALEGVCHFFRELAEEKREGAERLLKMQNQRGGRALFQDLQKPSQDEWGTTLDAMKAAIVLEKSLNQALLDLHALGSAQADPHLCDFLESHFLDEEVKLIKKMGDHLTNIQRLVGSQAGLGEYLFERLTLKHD
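Horse-spleen apoferritin (10 uM) was mixed with 50% saturated 1-aminoanthracene in PBS, exposed to compounds for 10 min at room temperature, and read for fluorescence (ex 380 nm, em 535 nm). Competitive displacement was fitted with a four-parameter Hill equation.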
POLK inh – qHTS for Inhibitors of Polymerase Kappa | 400,000 tested, 0.53% active | purified Pol kappa, fluorescent DNA synthesis assay, 10 min | Potency, µM (highest dose often 107 µM), inactives show at the top dose activity, negative = inhibition, actives largely listed as inhibitors; also: % is scaled to controls: 0 for no effect and ±100 for the full control effect
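10 nM Pol kappa preincubated 15 min at room temperature with compounds, then reaction started with substrate at 50 nM final. Fluorescence read kinetically at 0 and 10 min; buffer-only wells served as negative control.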
BAZ2B block – qHTS Assay for Inhibitors of BAZ2B. Bromodomain adjacent to zinc finger domain protein 2B (Homo sapiens), Q9UIF8. AlphaScreen BAZ2B-H3K14Ac peptide displacement. Potency, µM (highest dose often 114 µM), for the others: at the top dose activity change, negative = inhibition, actives largely listed as inhibitors. 360,000 tested, 4.4% active. AID 504333, 2011; also: % is scaled to controls: 0 for no effect and ±100 for the full control effect; nearly all actives have a fitted effect of over 60% in size
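BAZ2B 50 nM plus b-H3(5-23)K14Ac 50 nM, PBS pH 7.4/0.01% Tween-20, 30 min RT; compound added (max 110 uM), 30 min RT; streptavidin donor/Ni-chelate acceptor beads 10 ug/mL final, 20 min dark; AlphaScreen read.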
An asterisk follows results filed as active; ? = inconclusive; · = not tested or not shown; & = joins results of further samples; [ ] = remark or other dose. Calls follow the shape of the dose curve; as a rule, active = well fitted curve in the direction sought with a large enough effect; inconclusive = small, poorly fitted or top-dose-only effect, or another doubt; inactive = no such curve, though single readings can be large; an effect the other way counts as inactive or inconclusive. Potency is read from the fitted curve at half-maximal effect.

SMILES	G9a inh	Pol iota inh	APE1 inh	BLM inh	POLB inh	Pol eta inh	Anesthetic bind	POLK inh	BAZ2B block
CCN(CC)C(=O)Cn1c(=O)n(CC2CCC(C(=O)NC)CC2)c(=O)c2sccc21 (stereo unspecified)	29%[59 µM]	5%	·	7%	10%	1%	4%	14%	22%
O=C(O)CCCNS(=O)(=O)c1ccc2c(c1)OCCCO2	23%[59 µM]	0%	4%	4%	0%	-1%	-1%	-9%	-5%
Cc1c(Cl)cccc1NC(=O)C1CCN(c2nc3ccccc3[nH]2)CC1	14%[59 µM]	15%	·	-8%	26%	-11%	-3%	-4%[60.1 µM]	-12%
COc1ccccc1/C=C/C(=O)NCCC1=CCCCC1	31%	42%[activator]	3%	-7%	-26%	-10%	?	-11%	-16%
COc1cc2[nH]c(=O)n(CCC(=O)N3CCN(Cc4ccccc4)CC3)c(=O)c2cc1OC	0%	32%[activator]	18%	6%	-2%	-12%	0%	9%	?
CCCc1ccc(C(=O)NNc2ccccc2F)cc1	56µM*	10%	-3%	-3%	2%	-21%	1%	-8%	-14%
CCC(C(=O)NCCCN1CC(C)CC(C)C1)n1ncn2c(cc3occc32)c1=O (stereo unspecified)	11%[59 µM]	42%[activator]	95%[activator]	1%	-13%	-4%	0%	14%	14%
CCc1ccc(NC(=O)c2cc(S(=O)(=O)N3CCCC3)ccc2F)cc1	16%[59 µM]	0%	·	-2%	16%	-21%&-7%	0%	-8%[60.1 µM]	6%
Cc1ccc2c(c1)sc1nc(=O)n(-c3ccc(Cl)cc3)c(=O)n12	-32%[59 µM]	3%&0%	1%	-9%&-2%	?	-11%&1%	0%&-11%	-21%&-23%	6%&-5%
COc1ccc(OC)c(C2=NOC(C(=O)NCc3cccnc3)C2)c1 (stereo unspecified)	19%	125%[activator]	-1%	0%	49%	-20%	0%	-4%	4%
O=C(CCn1cnc2ccccc2c1=O)Nc1cccc(Cl)c1	17%[59 µM]	5%	-5%	-4%	-23%	4%	4%	-9%	-3%
C=CCOc1ccc(/C=C/C(=O)OCC(=O)N2CCC(c3ccccc3)=N2)cc1	-5%[12.7 µM]	-2%	24%	·	·	-4%	·	-7%	-9%

Fetched by compound from above (six):
SMILES	G9a inh	Pol iota inh	APE1 inh	BLM inh	POLB inh	Pol eta inh	Anesthetic bind	POLK inh	BAZ2B block
COc1ccccc1/C=C/C(=O)NCCC1=CCCCC1	31%	42%[activator]	3%	-7%	-26%	-10%	?	-11%	-16%
Cc1c(Cl)cccc1NC(=O)C1CCN(c2nc3ccccc3[nH]2)CC1	14%[59 µM]	15%	·	-8%	26%	-11%	-3%	-4%[60.1 µM]	-12%
O=C(CCn1cnc2ccccc2c1=O)Nc1cccc(Cl)c1	17%[59 µM]	5%	-5%	-4%	-23%	4%	4%	-9%	-3%
COc1ccc(OC)c(C2=NOC(C(=O)NCc3cccnc3)C2)c1 (stereo unspecified)	19%	125%[activator]	-1%	0%	49%	-20%	0%	-4%	4%
CCc1ccc(NC(=O)c2cc(S(=O)(=O)N3CCCC3)ccc2F)cc1	16%[59 µM]	0%	·	-2%	16%	-21%&-7%	0%	-8%[60.1 µM]	6%
CCCc1ccc(C(=O)NNc2ccccc2F)cc1	56µM*	10%	-3%	-3%	2%	-21%	1%	-8%	-14%

The main list resumes; the 3 compounds before the break are reprinted first.
SMILES	G9a inh	Pol iota inh	APE1 inh	BLM inh	POLB inh	Pol eta inh	Anesthetic bind	POLK inh	BAZ2B block
COc1ccc(OC)c(C2=NOC(C(=O)NCc3cccnc3)C2)c1 (stereo unspecified)	19%	125%[activator]	-1%	0%	49%	-20%	0%	-4%	4%
O=C(CCn1cnc2ccccc2c1=O)Nc1cccc(Cl)c1	17%[59 µM]	5%	-5%	-4%	-23%	4%	4%	-9%	-3%
C=CCOc1ccc(/C=C/C(=O)OCC(=O)N2CCC(c3ccccc3)=N2)cc1	-5%[12.7 µM]	-2%	24%	·	·	-4%	·	-7%	-9%
CCOC(=O)c1c(NC(=O)CSc2nnc(-c3c[nH]c4ccccc34)n2CCOC)sc2c1CCCCC2	-25%	8%	2%	-11%	0%	-23%	-12%	-2%	-12%
O=C(Cc1ccccc1F)Nc1ccc(SC(F)F)cc1	-1%[59 µM]	-10%	-4%	-1%	2%	-10%	-12%	-3%	10%
COc1cccc(N2C(=O)CC(Nc3ccc(N4CCOCC4)cc3)C2=O)c1 (stereo unspecified)	0%[59 µM]	?	4%	-8%	16%	2%	-21%	-3%	-6%
Cc1cc(Nc2cccc(Br)c2)n2c(nc3ccccc32)c1C#N	?	11%	·	2%	20%	-8%	-9%	-6%	?
Cc1cc(Nc2ccc(Cl)cc2)nc(N)n1	-10%	-2%	-2%	-8%	20%	-12%	?	-20%	6%
COc1ccc(C(C)=O)cc1CSc1nc2ccccc2c(=O)n1-c1ccccc1C	0%[59 µM]	-19%	-6%	-8%	0%	-12%	0%	-6%	-5%
CCOC(=O)c1cnc(-n2nc(C)cc2C)nc1Oc1ccc(C#N)cc1	·	29%	5%	1%	37%	-8%	-7%	-1%	-21%
CCc1ccc(NC(=O)CCNS(=O)(=O)c2ccc3c(c2)CCCC(=O)N3)cc1	2%[59 µM]	20%	·	4%	3%	-12%	0%	5%	11%[57.1 µM]
CCC(C(=O)NCc1ccccc1OC)n1nc(C)n2c(cc3sccc32)c1=O (stereo unspecified)	2%[59 µM]	20%	·	-3%	2%	-9%	-13%	-2%	-3%
CC(C)Oc1ccc(C(=O)NCC(c2ccc(N(C)C)cc2)N2CCc3ccccc32)cc1 (stereo unspecified)	14µM*	-8%	·	-7%	?	-10%	38%[activator]	-5%[60.1 µM]	16µM*
CCCn1c(SCC(=O)NCc2ccccc2)nnc1-c1ccncc1	-14%	8%	14%	-3%	-15%	7%	-1%	-5%	13%
NC(N)=NCCC[C@H](NC(=O)OCc1ccccc1)C(=O)O	-6%	8%	5%	0%	0%	-8%	14%	-5%	-6%
CC(C)CC(C(=O)O)C(C)CC(=O)Nc1ccn(-c2ccccc2)n1 (stereo unspecified)	10%[59 µM]	6%	12%	3%	-18%	-15%	0%	-2%	-2%
c1n[nH]c(SCCCCSc2ncn[nH]2)n1	?	-3%	-4%	1%	19%	-8%	-15%	-3%	8%
O=c1cc(-c2ccc3c(c2)OCCO3)oc2ccc(Cl)cc12	-4%[59 µM]	16%	-2%	-4%	24%	-3%	-6%	-10%	10%
CCOC(=O)C1CCN(C(=O)COC(=O)C2CCN(S(=O)(=O)c3ccc(C)c(C)c3)CC2)CC1	3%[0.501 µM]	45%[activator]	-5%	·	·	-1%	·	-7%	14%
Cc1nnc(SC(C)C(=O)Nc2ccc(N3CCOCC3)cc2)n1Cc1ccccc1 (stereo unspecified)	71µM*	11%	2%	·	·	4%	·	-13%	0%
CCN1CCN(c2nnc(-c3ccc(F)cc3)c3ccccc23)CC1	?	-15%	15%	4%	3%	-12%	-7%	-3%	3%
O=C(Oc1c(Cl)cc(Cl)c2cccnc12)N1CCCCC1	-13%[12.7 µM]	60%[activator]	-1%	-2%	-24%	-6%	-5%	-20%	4%
Cc1ccc2sc(N(CCCN(C)C)C(=O)c3nc4ccccc4s3)nc2c1C	45µM*	26%	20%	7%	15%	-3%	-2%	-12%	-26%
COC(=O)c1ccc(NC(=O)N2CCCC(C(=O)c3ccccc3OC)C2)cc1 (stereo unspecified)	-1%	-15%	-1%	-2%	3%	-9%	-14%	-19%	-4%
CCCn1cc(S(=O)(=O)c2ccc(C)c(C)c2)c(=O)c2cc(F)c(N3CCC(C)CC3)cc21	-8%[59 µM]	1%	·	-4%	24%	-17%	-2%	-6%	0%
O=C(CSc1nnc(CNC(=O)c2cccs2)o1)NCc1ccc(F)cc1	10%[12.7 µM]	16%	16%	-4%	23%	-11%	-2%	-13%	-7%
COC1=C(Nc2ccc(O)cc2)C(=O)c2ccccc2C1=O	28µM*	25µM*	?	-10%	?	-11%	7%	-17%	40µM*
CCc1nn(C)c(-c2n[nH]c(=S)n2N)c1Cl	?	?	18%	-2%	26%	-7%	-5%	3%	?
CC(C)(C)c1ccc(COC(=O)CN2C(=O)NC3(CCCC3)C2=O)cc1	7%[0.501 µM]	12%	-6%	·	·	-14%	·	-4%	-5%
COc1ccc([N+](=O)[O-])cc1NC(=S)Nc1ccccc1	?	19%	0%	0%	-1%	-15%	-12%	1%	-9%
CCOC(=O)C1=C(O)CSC1=Nc1ccc(Cl)cc1	25%	-4%	12%	0%	25%	10%	-10%	-7%	6%
C=C(C)C1CC=C(C(=O)O)CC1 (stereo unspecified)	-16%[59 µM]	-11%[58.9 µM]	-1%&-2%	-8%	-7%[57.1 µM]	1%[57.1 µM]	·	11%&-6%[60.1 µM]	·

Some of the compounds tested; count on the stated rates, not on these rows.
